G9a inh: inhibitors of human histone lysine methyltransferase G9a | Q96KQ7 | G9a H3K9 monomethylation, AlphaScreen, 2 h | Potency, µM (series often up to 102 µM), for the others: top-dose activity, negative = inhibition, usual class: inhibitors | 350,000 compounds, 8.8% hits; also: % is scaled to controls: 0 for no effect and ±100 for the full control effect; nearly all actives have a fitted effect of over 75% in size
Target sequence (Q96KQ7 913-1193 limits assumed): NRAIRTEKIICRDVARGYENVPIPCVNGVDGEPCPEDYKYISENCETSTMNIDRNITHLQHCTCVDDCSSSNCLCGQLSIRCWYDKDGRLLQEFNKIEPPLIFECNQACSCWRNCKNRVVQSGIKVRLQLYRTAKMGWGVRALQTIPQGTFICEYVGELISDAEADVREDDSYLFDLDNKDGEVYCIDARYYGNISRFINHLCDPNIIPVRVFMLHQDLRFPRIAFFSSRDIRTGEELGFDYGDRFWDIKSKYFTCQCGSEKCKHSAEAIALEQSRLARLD
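Compounds were preincubated with 20 nM G9a for 15 min, after which biotinylated H3K9 peptide (500 nM) and SAM (20 uM) started a 2 h room-temperature reaction. Monomethylated product was quantified by antibody-based AlphaScreen chemiluminescence.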
BAZ2B inh: blocks human BAZ2B; 360,000 compounds, 4.4% hits; AlphaScreen BAZ2B-H3K14Ac peptide displacement; Q9UIF8; Potency, µM (series often up to 114 µM), for inactives: at the highest dose activity change, negative = inhibition, actives largely listed as inhibitors; also: % is scaled to controls: 0 for no effect and ±100 for the full control effect; nearly all actives have a fitted effect of over 60% in size
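AlphaScreen luminescence quantifies BAZ2B engagement of H3K14Ac peptide; the protein and biotinylated peptide are both at 50 nM final, buffer PBS pH 7.4 with 0.01% Tween-20, all steps at room temperature.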
Pol iota inh: DNA polymerase iota (human) inhibition | 390,000 compounds, 1% hits | Pol iota fluorescent replication assay, 10 min | AID 588590 | Q9UNA4 | Potency, µM (series often up to 115 µM), for inactives: at the highest dose activity, negative = inhibition, usual class: inhibitors
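Pol iota at 10 nM preincubated 15 min with compounds at room temperature; reaction started with fluorescent substrate, 50 nM final. Fluorescence read kinetically at 0 and 10 min; buffer-only wells as negative control.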
APE1 inh: inhibitors of human APE1 endonuclease; P27695; recombinant APE1, TAMRA/BHQ-2 abasic DNA cleavage fluorescence; Potency, µM (series often up to 65.8 µM), for the others: top-dose activity change, negative = inhibition, most hits filed as inhibitors; 350,000 compounds, 0.35% hits;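 also: plate controls were vehicle for no effect and reference inhibitor for full effect; nearly all actives have a fitted effect of over 55% in size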
Target sequence (P27695 whole entry, looked up): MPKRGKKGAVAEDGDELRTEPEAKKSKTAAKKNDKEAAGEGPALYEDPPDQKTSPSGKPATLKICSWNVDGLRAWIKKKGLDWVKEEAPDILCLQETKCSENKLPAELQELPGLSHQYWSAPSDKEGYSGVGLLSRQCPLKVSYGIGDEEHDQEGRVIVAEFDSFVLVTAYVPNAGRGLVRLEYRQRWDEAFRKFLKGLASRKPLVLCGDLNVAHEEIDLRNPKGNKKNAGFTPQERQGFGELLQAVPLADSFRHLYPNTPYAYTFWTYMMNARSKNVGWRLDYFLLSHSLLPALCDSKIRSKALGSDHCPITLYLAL
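Substrate: short duplex with […] THF abasic site, 5'-TAMRA and 3'-BHQ-2, 50 nM final. APE1 at 0.75 nM, preincubated 15 min RT with compound. Fluorescence increase from first to third read measured activity.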
Pol kappa inh: DNA polymerase kappa (human) inhibition; 400,000 compounds, 0.53% hits; purified Pol kappa, fluorescent DNA synthesis assay, 10 min; Q9UBT6; Potency, µM (series often up to 107 µM), inactives show top-dose activity, negative = inhibition, actives largely listed as inhibitors; also: % is scaled to controls: 0 for no effect and ±100 for the full control effect
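Readout: fluorescence, taken kinetically at 0 and 10 min. Conditions: 10 nM Pol kappa, 15 min RT compound preincubation, 50 nM substrate final. Controls: enzyme-free buffer wells.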
BLM inh: blocks DNA unwinding by human BLM helicase; recombinant BLM DNA unwinding, fluorescence dequenching; Potency, µM (top dose mostly 56.1 µM), for the others: at the top dose activity change, negative = inhibition, most hits filed as inhibitors; 350,000 compounds, 0.2% hits;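 also: plate controls were vehicle for no effect and no enzyme for full effect; nearly all actives have a fitted effect of over 35% in size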
Pol eta inh: inhibitors of human DNA polymerase eta | recombinant Pol eta, fluorescent DNA replication assay | Potency, µM (highest dose often 114 µM), inactives show at the highest dose activity change, negative = inhibition, most hits filed as inhibitors | 390,000 compounds, 1.2% hits | AID 588591; also: % is scaled to controls: 0 for no effect and ±100 for the full control effect
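Fluorescent replication assay: 50 nM final substrate added after a 15 min room-temperature compound preincubation with 10 nM enzyme. Signal taken at 0 min and again at 10 min.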
POLB inh: DNA polymerase beta (human) inhibition | P06746 | Pol beta primer extension/strand displacement, fluorescence kinetic | Potency, µM (doses to about 114 µM), without a hit: at the top dose activity change, negative = inhibition, actives largely listed as inhibitors | 340,000 compounds, 1.3% hits; also: % is scaled to controls: 0 for no effect and ±100 for the full control effect
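Reaction started by 50 nM substrate onto compound-treated Pol beta (10 nM, 15 min preincubation, room temperature); plates read at 0 min and 10 min. Normalized concentration-effect data fitted by four-parameter Hill equation.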
Apoferritin bind: binds horse apoferritin like a general anesthetic. P02791. apoferritin/1-aminoanthracene competitive binding, fluorescence. AID 485281. Potency, µM (highest dose often 77.5 µM), inactives show at the highest dose activity change, negative = displacement, most hits filed as inhibitors. 350,000 compounds, 0.074% hits; also: % is scaled to controls: 0 for no effect and ±100 for the full control effect; nearly all actives have a fitted effect of over 20% in size
Target sequence (P02791 2-175 limits assumed): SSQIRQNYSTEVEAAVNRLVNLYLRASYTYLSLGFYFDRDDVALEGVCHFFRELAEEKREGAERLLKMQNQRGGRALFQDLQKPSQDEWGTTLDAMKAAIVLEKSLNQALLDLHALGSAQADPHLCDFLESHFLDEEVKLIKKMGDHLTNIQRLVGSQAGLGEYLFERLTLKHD
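Horse-spleen apoferritin (10 uM) was mixed with 50% saturated 1-aminoanthracene in PBS, exposed to compounds for 10 min at room temperature, and read for fluorescence (ex 380 nm, em 535 nm). Competitive displacement was fitted with a four-parameter Hill equation.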
Numbers without * were called inactive; & = joins results of further samples; [ ] = another dose, or the depositor's remark. Calls follow the shape of the dose curve; as a rule, active = well fitted curve in the direction sought with a large enough effect; inconclusive = small, poorly fitted or top-dose-only effect, or another doubt; inactive = no such curve, though single readings can be large; an effect the other way counts as inactive or inconclusive. Potency is read from the fitted curve at half-maximal effect. An excerpt; rates above refer to the full screens.

Cc1ccc(Cl)c(NC(=O)COC(=O)c2nn(-c3ccccc3)cc2O)c1Cl was read as Pol iota inh 57%[activator], APE1 inh -7%, Pol kappa inh -12% and Pol eta inh -21%.
COCCCNC(=O)C1CCN(C(=O)c2oc3cc4sc(N(C)C)nc4cc3c2C)CC1 was read as G9a inh 10%, BAZ2B inh -3%, Pol iota inh 34%[activator], APE1 inh -10%, Pol kappa inh 6%, BLM inh 2%, Pol eta inh 6%, POLB inh 23% and Apoferritin bind 11%.
For Cc1ccc2cc(CN(CCCN(C)C)C(=O)NCc3ccccc3)c(=O)[nH]c2c1C the results were G9a inh -7%[59 µM], BAZ2B inh 10%, Pol iota inh 8%, APE1 inh 5%, Pol kappa inh -2%, BLM inh 4%, Pol eta inh -13%, POLB inh 38% and Apoferritin bind -13%.
O=C(COC(=O)c1c(F)cccc1Cl)NCC1CCCCC1 was read as Pol iota inh 75%[activator], APE1 inh 40%, Pol kappa inh -2% and Pol eta inh -18%.
`CC(C)c1ccc(N(CC(=O)NN=C2CCN(C)CC2)S(=O)(=O)c2ccccc2)cc1` gave G9a inh -36%, Pol iota inh 108%[activator], APE1 inh -2%, Pol kappa inh -2%, BLM inh -8%, Pol eta inh -8%, POLB inh 1% and Apoferritin bind -18%.
`Cc1ccccc1C(=O)NC(NCc1ccco1)C(Cl)(Cl)Cl` (centres undefined) gave G9a inh 7%, BAZ2B inh 3%, Pol iota inh -20%, APE1 inh -2%, Pol kappa inh -5%, BLM inh -2%, Pol eta inh -4%, POLB inh 13% and Apoferritin bind -12%.
Screening O=C(/C=C/c1ccc(Cl)cc1)NC(=S)Nc1ccc(N2CCOCC2)c(Cl)c1 returned G9a inh 22µM*, BAZ2B inh 5%, Pol iota inh 7%, APE1 inh 2%, Pol kappa inh -7%, BLM inh -2%, Pol eta inh -25%, POLB inh 14%[57.1 µM] and Apoferritin bind -15%.
For NS(=O)(=O)c1ccc(CCNC(=O)C2CCN(S(=O)(=O)c3ccccc3)CC2)cc1 the results were G9a inh inconclusive, BAZ2B inh -9%, Pol iota inh 99%[activator], APE1 inh 1%, Pol kappa inh -8%, BLM inh 1%, Pol eta inh 0%, POLB inh 25% and Apoferritin bind -6%.
O=c1cc(CN2CCN(S(=O)(=O)c3ccc4c(c3)OCCO4)CC2)c2ccc(O)cc2o1 was read as G9a inh 50µM*, BAZ2B inh -11%, Pol iota inh 35µM*, APE1 inh -8%, Pol kappa inh inconclusive, BLM inh -20%, Pol eta inh inconclusive, POLB inh 35µM* and Apoferritin bind 408%[activator].
`Clc1cccc(-n2ncc3c(NCCC4=CCCCC4)ncnc32)c1` gave G9a inh -8%[59 µM], BAZ2B inh 5%, Pol iota inh 14%, Pol kappa inh -1%[60.1 µM], BLM inh -5%, Pol eta inh -9%, POLB inh 13% and Apoferritin bind -11%.
For Cc1[nH]c(C)c(S(=O)(=O)N2CCN(c3ccccc3F)CC2)c1C(=O)N1CCCCC1 the results were G9a inh 3%[59 µM], BAZ2B inh -19%, Pol iota inh 24%, APE1 inh -2%, Pol kappa inh -5%, BLM inh -4%, Pol eta inh 1%, POLB inh 7% and Apoferritin bind -4%.
`COc1cc2ccccc2cc1C(=O)OCC(=O)c1c(N)n(C)c(=O)n(C)c1=O` gave G9a inh 15%[2.33 µM], BAZ2B inh 10%, Pol iota inh 51%[activator], APE1 inh -5%, Pol kappa inh -9% and Pol eta inh -19%.
`CC1=C(C#N)C(NC(=O)c2cccc(Cl)c2)(C(F)(F)F)C(=O)N1` (centres undefined) gave G9a inh -2%&-5%[59 µM], BAZ2B inh -9%&4%, Pol iota inh 12%&-8%, APE1 inh 1%, Pol kappa inh -6%&0%, BLM inh 1%&5%, Pol eta inh -11%&-20%, POLB inh 3%&60% and Apoferritin bind -1%&-1%.
CN(C)c1ccc(/C=C/C(=O)c2ccc(C(C)(C)C)cc2)cc1[N+](=O)[O-] was read as G9a inh 13µM*, BAZ2B inh 8.9µM*, Pol iota inh -2%, APE1 inh 1%, Pol kappa inh -12%, BLM inh -16%, Pol eta inh -18%, POLB inh 8% and Apoferritin bind inconclusive.
`CCCCn1c(=O)n(Cc2cccc(F)c2)c(=O)c2c1ncn2Cc1ccco1` gave G9a inh 5%[12.7 µM], BAZ2B inh 6%, Pol iota inh 15%, APE1 inh 15%, Pol kappa inh -12%, BLM inh -25%, Pol eta inh -31%, POLB inh -15% and Apoferritin bind 0%.

Structural class: the compounds so far with a furan ring, fused or not.
COCCCNC(=O)C1CCN(C(=O)c2oc3cc4sc(N(C)C)nc4cc3c2C)CC1 was read as G9a inh 10%, BAZ2B inh -3%, Pol iota inh 34%[activator], APE1 inh -10%, Pol kappa inh 6%, BLM inh 2%, Pol eta inh 6%, POLB inh 23% and Apoferritin bind 11%.
`Cc1ccccc1C(=O)NC(NCc1ccco1)C(Cl)(Cl)Cl` (centres undefined) gave G9a inh 7%, BAZ2B inh 3%, Pol iota inh -20%, APE1 inh -2%, Pol kappa inh -5%, BLM inh -2%, Pol eta inh -4%, POLB inh 13% and Apoferritin bind -12%.
`CCCCn1c(=O)n(Cc2cccc(F)c2)c(=O)c2c1ncn2Cc1ccco1` gave G9a inh 5%[12.7 µM], BAZ2B inh 6%, Pol iota inh 15%, APE1 inh 15%, Pol kappa inh -12%, BLM inh -25%, Pol eta inh -31%, POLB inh -15% and Apoferritin bind 0%.

Further entries follow:
`CCCCn1c(SCC(=O)N2CCCCC2)nc2cc(S(N)(=O)=O)ccc21` gave G9a inh -31%[59 µM], BAZ2B inh 8%, Pol iota inh inconclusive, APE1 inh 11%, Pol kappa inh 1%, BLM inh -7%, Pol eta inh 3%, POLB inh -1% and Apoferritin bind -4%.
For CN(C)Cc1ccccc1-c1cc(NCc2ccccc2)ncn1 the results were G9a inh 12%[0.501 µM], APE1 inh -4%, Pol kappa inh 8%[60.1 µM] and BLM inh 1%.
Screening CN(/N=C/c1ccc(O)cc1O)c1nc(-c2ccccc2)cc(-c2ccccc2)n1 returned G9a inh -5%[59 µM], BAZ2B inh -6%, Pol iota inh 1%, APE1 inh 1%, Pol kappa inh -2%, BLM inh -14%, Pol eta inh -16%, POLB inh 22% and Apoferritin bind inconclusive.
Screening O=C(Nc1cnn(Cc2ccc(Cl)c(Cl)c2)c1)c1nc2ncccn2n1 returned G9a inh 23%[2.33 µM], BAZ2B inh 4%, Pol iota inh -5%, APE1 inh 1%, Pol kappa inh 7%, BLM inh 0%, Pol eta inh -8%, POLB inh 1% and Apoferritin bind inconclusive.
`CCOC(=O)Cn1c(=O)n(C2CCCCC2)c2nc(-c3ccccc3Cl)nc(C(N)=O)c21` gave G9a inh 10%[59 µM], BAZ2B inh -4%, Pol iota inh 15%, Pol kappa inh -13%[60.1 µM], BLM inh -1%, Pol eta inh -2%, POLB inh 3% and Apoferritin bind inconclusive.
Screening C=C(C)COc1ccc(-c2[nH]ncc2Oc2ccccc2OC)c(O)c1 returned G9a inh -1%[59 µM], BAZ2B inh -34%, Pol iota inh -8%, APE1 inh -9%, Pol kappa inh -20%, BLM inh -13%, Pol eta inh -17%, POLB inh 11% and Apoferritin bind inconclusive.
`COc1cc2c(=O)n(CCC(=O)NCC3CCCO3)c(=O)n(CC(=O)Nc3ccc(F)cc3)c2cc1OC` (centres undefined) gave G9a inh 19%, BAZ2B inh 5%&14%, Pol iota inh 17%&19%, APE1 inh 22%, Pol kappa inh 0%&-14%, BLM inh -1%&-1%, Pol eta inh -13%&-5%, POLB inh 42%&5% and Apoferritin bind -10%&-1%.
For COc1ccc(CC2(CO)CCN(Cc3cccn3-c3ccccn3)CC2)cc1 the results were G9a inh -7%, BAZ2B inh -30%, Pol iota inh 61%[activator], APE1 inh 3%, Pol kappa inh 0%, BLM inh 7%, Pol eta inh -19%, POLB inh inconclusive and Apoferritin bind -9%.
CCOC(=O)c1cc(N)cc([N+](=O)[O-])c1 was read as G9a inh inconclusive, BAZ2B inh -33%, Pol iota inh 135%[activator], APE1 inh 1%, Pol kappa inh -5%, BLM inh 0%, Pol eta inh -19%, POLB inh 13% and Apoferritin bind -22%.
Screening CC1CCCCN1C(=O)CN1CCC(c2nc3ccc(Cl)cc3[nH]2)CC1 (centres undefined) returned G9a inh 24%[0.501 µM], BAZ2B inh 3%, Pol iota inh 21%, APE1 inh -2%, Pol kappa inh 2%, BLM inh -2%, Pol eta inh -15%, POLB inh 2% and Apoferritin bind -5%.

Screens deposited in PubChem by National Center for Advancing Translational Sciences (NCATS).
